# Luc counter: Counterscreen for Luciferase (Kinase-Glo TM) Inhibition; Luciferin 4-monooxygenase (Photuris pensylvanica), Q27757; Kinase-Glo luciferase, ATP luminescence, 8 min; Potency, µM (top dose mostly 38.3 µM), without a hit: at the highest dose activity change, negative = inhibition, most hits filed as inhibitors; actives 0.28% (n = 200,000); AID 1379, 2008; further: potency means the concentration at half of the fitted maximal effect; on the % scale 0 is the no-effect control and ±100 the full control effect; nearly all actives have a fitted effect of over 60% in size
#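 Luminescence was the read-out, taken after 8-minute incubation at ambient temperature. Luciferase turned over luciferin with 10 uM ATP in imidazole pH 7.2 buffer containing KCl, MgCl2, Tween 20 and BSA.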
# CBFb-RUNX1 inh: qHTS Assay for Compounds Blocking the Interaction Between CBF-beta and RUNX1 for the Treatment of Acute Myeloid Leukemia; Runt-related transcription factor 1 (Homo sapiens) + Core-binding factor subunit beta …; AID 1477, 2009; 230,000 tested, under 10 active; AlphaScreen CBFb-His/RUNX1-biotin binding, biochemical; Potency, µM (top dose mostly 59.8 µM), without a hit: at the top dose activity, negative = inhibition, usual class: inhibitors; further: % of control where 0% means no effect
#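 His-tagged CBF-beta and biotinylated RUNX1 (30 nM each) were premixed 20 min at room temperature, exposed to compound for 15 min, then given nickel-chelate and streptavidin AlphaScreen beads (50 ng each). After 90 min, AlphaScreen signal was read.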
# Epigenetic reg: Quantitative High-Throughput Screen for Regulators of Epigenetic Control; actives 0.2% (n = 280,000); murine LDR cells, GFP reporter derepression, 30 h; Potency, µM (doses to about 53.9 µM), for the others: top-dose GFP activation, hits mostly activators; further: potency means the concentration at half of the fitted maximal effect; % of control where 0% means no effect; nearly all actives have a fitted effect of over 60% in size
#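 In this reporter-derepression format, murine cells bearing a silenced integrated CMV-GFP locus incubate with test compound (30 h, 37 C), then are washed and imaged; fluorescent objects of 20–120 um count as induced cells.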
# IMPase Li inh: qHTS Assay for Identifying the Cell-Membrane Permeable IMPase Inhibitors: Potentiation with Lithium. AID 1457, 2008. actives 0.35% (n = 210,000). Potency, µM (top dose mostly 59.4 µM), inactives show at the highest dose activity, negative = IMPase inhibition, most hits filed as inhibitors. CHO-M1 cells, IP1 TR-FRET (IP-One), carbachol + lithium;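 further: IP1 builds up when IMPase is blocked and the TR-FRET signal falls; potency means the concentration at half of the fitted maximal effect; plate controls were basal vehicle for no effect and high inhibitor control for full effect; nearly all actives have a fitted effect of over 50% in size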
#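 CHO cells stably expressing M1 receptor (2000/well) were cultured 16–30 h, then exposed to compounds with a small lithium addition for 30 min at 37C. IP1 was measured by TR-FRET competition; AC50 from Hill fits.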
# aGal spleen mod: qHTS Assay for Inhibitors and Activators of Human alpha-Galactosidase From Spleen Homogenate; Alpha-galactosidase A (Homo sapiens), P06280; Potency, µM (highest dose often 80 µM), for inactives: top-dose activity change, negative = inhibition, hits mostly inhibitors; human spleen homogenate, 4MU-alpha-Gal fluorescence, 40 min; actives 0.008% (n = 240,000);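 further: potency means the concentration at half of the fitted maximal effect; 0% = enzyme with vehicle and -100% = no enzyme basal signal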
# Target sequence (P06280 32-429 limits assumed): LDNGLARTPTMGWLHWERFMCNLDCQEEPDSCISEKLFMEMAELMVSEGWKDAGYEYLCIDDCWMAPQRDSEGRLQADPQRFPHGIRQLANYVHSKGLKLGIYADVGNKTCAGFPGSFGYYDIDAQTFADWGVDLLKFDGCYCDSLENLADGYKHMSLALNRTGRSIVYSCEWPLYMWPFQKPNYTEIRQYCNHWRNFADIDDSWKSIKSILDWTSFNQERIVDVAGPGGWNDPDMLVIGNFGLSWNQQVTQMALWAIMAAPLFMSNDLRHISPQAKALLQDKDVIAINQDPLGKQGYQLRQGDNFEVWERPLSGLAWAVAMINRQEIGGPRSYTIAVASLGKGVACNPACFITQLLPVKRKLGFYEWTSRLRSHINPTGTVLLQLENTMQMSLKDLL
#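 qHTS titration in buffer at pH 5.0. Alpha-galactosidase activity in spleen homogenate was measured via 4-methylumbelliferone release from 1 mM fluorogenic substrate after 40 min at 37C and a pH 10 stop. AC50 came from Hill fits of control-normalized data.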
# NPSR antagonist: qHTS Assay for Antagonists of the Neuropeptide S Receptor: cAMP Signal Transduction | Q6W5P4 | CHO-NPSR cells, cAMP TR-FRET, antagonist mode | Potency, µM (titrated, usually from 38.3 µM), for inactives: at the top dose activity change, negative = inhibition, most hits filed as inhibitors | actives 1% (n = 220,000) | AID 1461, 2008; further: potency means the concentration at half of the fitted maximal effect; on the % scale 0 is the no-effect control and ±100 the full control effect; nearly all actives have a fitted effect of over 50% in size; many of its hits are not listed in these tables
# Target sequence (Q6W5P4 whole entry, looked up): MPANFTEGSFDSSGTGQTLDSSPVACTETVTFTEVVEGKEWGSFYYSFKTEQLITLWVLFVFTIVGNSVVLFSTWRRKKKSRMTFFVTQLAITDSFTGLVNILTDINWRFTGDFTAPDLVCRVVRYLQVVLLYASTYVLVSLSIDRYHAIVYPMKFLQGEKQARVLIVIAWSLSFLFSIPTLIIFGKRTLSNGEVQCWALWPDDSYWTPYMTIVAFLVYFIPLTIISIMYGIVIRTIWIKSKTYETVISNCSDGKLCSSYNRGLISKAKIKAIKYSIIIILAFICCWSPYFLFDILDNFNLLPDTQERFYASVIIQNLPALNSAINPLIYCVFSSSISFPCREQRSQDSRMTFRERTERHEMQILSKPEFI
# LMNA splice mod: qHTS Assay for Modulators of Lamin A Splicing | HeLa LMNA splicing GFP/RFP minigene ratio, 48 h | Potency, µM (top dose mostly 46.1 µM), for inactives: at the highest dose ratio change, negative = inhibition, hits mostly inhibitors | actives 0.01% (n = 200,000) | AID 1487, 2009; active means well fitted inhibition curve with a large enough effect in the signal ratio, with a control signal flat, not every such curve was filed as active; inconclusive means small, poorly fitted or top-dose-only effect, or effect the other way, or a change in a side signal; the % refers to the signal ratio; further: potency means the concentration at half of the fitted maximal effect; on the % scale 0 is the no-effect control and ±100 the full control effect
#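 Read-out is the ratio of GFP to DsRed2 object intensity, acquired by 488 nm laser-scanning cytometry on HeLa lamin A-EGFP minigene reporter cells. Compound incubation 48 hrs at 37 °C in Opti-MEM with 2% FBS; DMSO 0.5% final.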
# An asterisk follows results filed as active; ? = inconclusive; . = no result given; [ ] = another dose, or the depositor's remark. Unless noted, the call rests on the fitted dose curve; in most records, active means well fitted curve in the direction sought with a large enough effect; inconclusive means small, poorly fitted or top-dose-only effect, or another doubt; inactive means no such curve, though single readings can be large; an effect the other way counts as inactive or inconclusive.
SMILES,Luc counter,CBFb-RUNX1 inh,Epigenetic reg,IMPase Li inh,aGal spleen mod,NPSR antagonist,LMNA splice mod
NC(=O)C1CCN(C(=O)Nc2csc3ccccc23)CC1,.,3%,-1.0%,.,-27%,-14%,.
O=C(O)CCC(=O)Nc1ccc(Br)cc1C(=O)c1ccccc1,.,-1%,0.0%,.,-4%,-19%,.
Cc1cc(=O)oc(C)c1C(=O)Nc1c(C)n(C)n(-c2ccccc2)c1=O,5%,-5%,-2.3%,2%[38.3 µM],7%,2%[46.1 µM],1%
COC(=O)c1cccc(NC(=O)Cn2nnc3ccccc32)c1,-2%,3%,-0.3%,-3%[38.3 µM],0%,?,?
COc1cccc2cc(-c3nnc(-c4ccccc4)o3)c(=O)oc12,?,-2%,-1.1%,24%,4%,-17%,.
CCOC(=O)C1(Cc2ccccc2C(F)(F)F)CCN(C(C)CSC)CC1 (centres undefined),-4%,-13%,-1.0%,22%,-17%,34%,.
COCCn1nnnc1C(c1cc2cc(OC)ccc2[nH]c1=O)N1CCC(Cc2ccccc2)CC1 (centres undefined),0%,3%,4.2%,18%[38.3 µM],5%,?,-5%
COc1ccc(NC(=O)CCCCn2c(=O)[nH]c3ccccc3c2=O)cc1,-1%,-4%,0.0%,-1%[38.3 µM],2%,-11%[46.1 µM],?
CCOC(=O)c1ccc(NC(=S)N2CCN(S(C)(=O)=O)CC2)cc1,-2%,-4%,-1.6%,38%[38.3 µM],-3%,-3%[46.1 µM],6%
CC(C)[C@H](CO)Nc1nc(Nc2ccc(Cl)c(C(=O)O)c2)c2ncn(C(C)C)c2n1,.,4%,6.9%,.,-4%,0%,.
CCOc1ccc(C(=O)N/N=C(/C)C2C(=O)c3ccccc3C2=O)cc1,0%,2%,-1.2%,-3%,-6%,-11%,-5%
Cc1cc(NS(=O)(=O)c2ccc(Nc3nc(-c4ccc(C)c(C)c4)cs3)cc2)no1,3%,-3%,0.0%,-26%,1%,-51%,?
O=C(/C=C/c1cccnc1)c1ccccc1O,.,10%,-1.1%,.,2%,-4%,.
CC(C)NC(=O)Cn1c(=O)c2c(ncn2Cc2ccccc2)n(Cc2ccccc2)c1=O,-3%,1%,1.9%,0%[38.3 µM],-5%,3%[46.1 µM],14%
Cc1c(N2C(=O)c3ccc(Br)cc3C2=O)c(=O)n(-c2ccccc2)n1C,-2%,2%,-2.3%,12%[38.3 µM],4%,-4%[46.1 µM],4%
O=C(Nc1nncs1)c1ccc(N2C(=O)C3C4C=CC(C4)C3C2=O)cc1 (centres undefined),0%,7%,0.0%,1%,6%,-2%[46.1 µM],?
Cc1cc(C)n2nc(C(=O)N/N=C/c3ccccc3C)nc2n1,.,-16%,-7.3%,.,5%,-3%,.
CN1C(=O)c2cccc(NCCCN3C(=O)c4ccccc4C3=O)c2C1=O,-5%,6%,?,?,5%,6%[46.1 µM],11%
O=C(NC1CC1)C1=C[C@@H](c2coc3ccccc3c2=O)C[C@@H](OCCCCO)O1,.,10%,0.8%,.,5%,11%,.
COC(=O)c1c(C)oc(C)c1S(=O)(=O)NCc1ccco1,.,-3%,-1.3%,.,1%,-15%,.
Cc1ccc(C)c(CN2C(=O)COc3ccc(C(=O)c4ccccc4C(=O)O)cc32)c1,0%,-5%,-5.2%,11%,-2%,-53%,.
CCOc1cc(N2CCOCC2)c(OCC)cc1NC(=O)CN1CCC(Cc2ccccc2)CC1,1%,-8%,-1.1%,16%,-18%,-48%,-9%
N#Cc1cnn(-c2nc3sc4c(c3c(=O)[nH]2)CCCC4)c1N,6%,11%,-1.1%,2%,-1%,-1%[46.1 µM],-1%
CC1=C(C(=O)OC(C)C)C(c2ccccn2)n2ncnc2N1 (centres undefined),-2%,4%,-0.8%,14%[38.3 µM],-2%,8%[46.1 µM],-6%
COc1cc(C(=O)C(=O)c2ccc(O)c(OC)c2)ccc1O,.,-4%,0.0%,.,-3%,-2%,.
CCSc1nnc(NC(=O)CCNS(=O)(=O)c2cc(Br)cnc2N)s1,-3%,3%,0.0%,22%[38.3 µM],-4%,-17%[46.1 µM],4%
Cc1ccc(-n2ncc3ccccc3c2=O)cc1Cl,-3%,2%,2.7%,8%,3%,-18%,.
Cc1cc(=O)n(C)c(=O)n1CCCCCCOc1cccc([N+](=O)[O-])c1,0%,-4%,0.0%,-1%,-1%,4%,?
CCCNC(=O)CN(c1cccc(F)c1)S(C)(=O)=O,0%,1%,-6.1%,-8%,3%,11%,0%
Cc1nn(-c2ccc(F)cc2)c(Cl)c1/C=N/NC(=O)c1cccs1,3%,3%,3.0%,12%,-1%,-33%,-4%

# Copied from the list.
# Entry of CCOc1cc(N2CCOCC2)c(OCC)cc1NC(=O)CN1CCC(Cc2ccccc2)CC1 in Luc counter: 1%
# Entry of CCSc1nnc(NC(=O)CCNS(=O)(=O)c2cc(Br)cnc2N)s1 in Epigenetic reg: 0.0%

# Other structures follow:
SMILES,Luc counter,CBFb-RUNX1 inh,Epigenetic reg,IMPase Li inh,aGal spleen mod,NPSR antagonist,LMNA splice mod
CCOc1cccc(C(=O)Nc2nnc(-c3cccs3)s2)c1,3%,-2%,-0.2%,-3%[38.3 µM],-14%,?,13%
CCc1cc2c(CN3CCN(CCO)CC3)cc(=O)oc2cc1O,-3%,-15%,0.0%,?,14%,17%[46.1 µM],-2%
Nn1c(N2CCCCC2)nc2ccccc21,-2%,-3%,-1.5%,-23%[38.3 µM],-1%,6%[46.1 µM],6%
NC(=O)CC(NC(=O)c1ccc(Br)cc1)c1ccc(N2CCC(Br)CC2)c([N+](=O)[O-])c1 (centres undefined),.,11%,5.3%,.,6%,-21%,.
COc1ccc(C(=O)O/N=C(\N)c2ccccn2)c(OC)c1,.,-6%,0.1%,.,-8%,2%,.
Cc1cccc(-c2ncc(CN3CCN(C4CCCC4)C(CCO)C3)cn2)c1 (centres undefined),-1%,1%,-2.3%,2%,10%,-7%,.
C/C(CC(=O)NC(C)C)=N\NC(=O)C(c1ccccc1)c1ccccc1,-4%,2%,1.0%,7%,-13%,-14%,?
Cc1ccc(S(=O)(=O)N2CCC(CN3C(=O)c4cccc5cccc(c45)C3=O)CC2)cc1,-5%,-4%,4.7%,-30%[38.3 µM],3%,-16%[46.1 µM],2%
c1ccc(COc2cccc(CN3CCN(c4ccccn4)CC3)c2)cc1,-3%,10%,-3.3%,21%[38.3 µM],5%,-15%[46.1 µM],?
O=C(COc1ccc(Br)cc1)NCc1cn2ccccc2n1,.,4%,-1.1%,.,-6%,11%,.
COc1cccc(C2CC(c3cccs3)=NN2C(=O)CSc2nc3c(cnn3-c3ccc(F)cc3)c(=O)[nH]2)c1OC (centres undefined),0%,2%,0.9%,3%,-2%,-46%,-3%
O=C(c1ccc2c(c1)OCO2)N1CCC2(CC1)Oc1ccc(F)cc1C(=O)C21CC(c2ccccc2)=NO1 (centres undefined),.,-8%,-1.7%,.,0%,-4%,.
O=C(O)c1cn(-c2ccccc2)nc1-c1cccnc1,-3%,-3%,1.7%,12%[38.3 µM],10%,-6%[46.1 µM],-2%
O=C(CSc1ncnc2c1nnn2Cc1ccc(F)cc1)NC1CCCC1,3%,4%,8.4%,?,-7%,-25%,?
CCN(CC)CC(=O)Nn1c(C)nc2c(ncn2-c2ccccc2)c1=O,.,1%,-3.9%,.,3%,-24%,.
CC(Sc1nc(C(C)(C)C)cc(-c2ccccc2)c1C#N)C(=O)Nc1ccccc1 (centres undefined),2%,22%,0.0%,3%,-4%,-40%,-14%
O=C(O)CC1Oc2ccc(Cl)cc2NC1=O (centres undefined),2%,15%,-0.8%,6%[38.3 µM],3%,-3%[46.1 µM],-12%
Cc1ccccc1-c1nc(CS(=O)(=O)CC(=O)NCc2ccc3c(c2)OCO3)c(C)o1,4%,1%,-1.0%,-3%,-4%,-1%,?
O=C1OCCC1Sc1nnc(-c2ccc3c(c2)OCO3)o1 (centres undefined),-3%,7%,1.6%,6%,7%,3%,-4%[46 µM]
Cn1c(CN2CCOCC2)nnc1SCc1ccc(C#N)cc1,0%,0%,1.1%,9%,-5%,11%,?
COc1ccc(C(C(=O)Nc2ccc(C(C)C)cc2)N(C)C(=O)c2ccc(=O)[nH]c2)cc1 (centres undefined),1%,-3%,-2.5%,-8%,-4%,-7%,.
Nc1nc(-c2ccccc2)c(-c2ccccc2)o1,.,-3%,1.2%,.,-20%,-23%,.
Cn1c(=O)[nH]c(=O)c2c1nc(CN1CCOCC1)n2CCc1ccccc1,-2%,6%,-1.0%,5%,3%,-9%[46.1 µM],-14%
CCOc1ccc(NC(=O)c2cn(-c3ccc(OCC)cc3)c(=O)c3cc(OC)c(OC)cc23)cc1,-1%,-13%,0.9%,?,-5%,?,-1%
Cc1ccc(C)c(CN2CCNC2=O)c1,-4%,5%,-1.2%,-22%[38.3 µM],7%,-12%[46.1 µM],3%
CCOC(=O)Nc1ccc2c(CN3CCN(S(=O)(=O)c4ccccc4)CC3)cc(=O)oc2c1,6%,0%,0.0%,7%,8%,-6%,-4%
CCOC(=O)N/N=C(/C)c1ccc(N2C(=O)C3CCCCC3C2=O)cc1 (centres undefined),1%,-3%,-0.7%,-1%,-1%,25%,16%[46 µM]
Cc1cc(Nc2ccccc2C(=O)O)nc2nc3ccccc3c(=O)n12,-1%,5%,0.0%,-6%,-16%,-9%[46.1 µM],-6%

# Nothing new here: 4 of the compounds above.
SMILES,Luc counter,CBFb-RUNX1 inh,Epigenetic reg,IMPase Li inh,aGal spleen mod,NPSR antagonist,LMNA splice mod
Cc1ccc(C)c(CN2CCNC2=O)c1,-4%,5%,-1.2%,-22%[38.3 µM],7%,-12%[46.1 µM],3%
CCOC(=O)Nc1ccc2c(CN3CCN(S(=O)(=O)c4ccccc4)CC3)cc(=O)oc2c1,6%,0%,0.0%,7%,8%,-6%,-4%
CCOC(=O)N/N=C(/C)c1ccc(N2C(=O)C3CCCCC3C2=O)cc1 (centres undefined),1%,-3%,-0.7%,-1%,-1%,25%,16%[46 µM]
Cc1cc(Nc2ccccc2C(=O)O)nc2nc3ccccc3c(=O)n12,-1%,5%,0.0%,-6%,-16%,-9%[46.1 µM],-6%

# Compound activity deposited in PubChem by National Center for Advancing Translational Sciences (NCATS).

# This is a subset (hit frequency here may not be typical).
